IDE cell inh: inhibitors of human insulin-degrading enzyme in cells. HEK cells, FAbetaB cleavage, fluorescence polarization. inhibition, % at 5.59 µM. 320,000 tested, 0.41% active;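 active = percent inhibition above the average of all tested compounds plus 3 SD, set per screening campaign, cut at about 16% in these data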;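 also: IDE supplied by intact live HEK cells; FP after avidin binding of uncleaved biotin substrate so inhibition keeps polarization high; 0% = DMSO wells and 100% = 60 µM reference IDE inhibitor Ii1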
pCIP destab: compounds decreasing mouse p/CIP protein stability; 290,000 tested, 0.01% active; F442A p/CIP-EGFP cells, EGFP fluorescence, 16 h; decrease of EGFP signal, % at 10 µM; Q05BA5;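 active = EGFP signal decrease of at least 30% at 10 µM or well 3 SD below plate mean, unless failing retest; inactive = the rest, including hits failing retest or dose response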; also: some compounds called inactive have numbers as strong as hits; many of its hits are not listed in these tables
PHOSPHO1 inh: blocks human PHOSPHO1 phosphatase activity; Q8TCT1; recombinant PHOSPHO1, absorbance phosphatase assay; inhibition, % at 13.3 µM; 290,000 tested, 1.1% active; in the data active = inhibition above about 60%
CRFR2-BP ag: CRF-BP/CRF-R2 complex agonism; activation, % at 13.2 µM; 350,000 tested, 0.46% active; HEK293 CRF-R2/CRF-BP, calcium dye fluorescence (FLIPR); percent of saturating CRF peptide response; AID 588473;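 active = activation of at least 50%, plus an integration ratio under a set limit after plate pattern correction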;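 also: plate controls were neutral control wells without compound for no effect and CRF at EC100 for full effect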
IDE act: boosts human insulin-degrading enzyme activity in HEK cells; P14735; FAbeta-B cleavage, fluorescence polarization; 0% vehicle, 100% cell-free pure enzyme wells; activation, % at 5.96 µM; 340,000 tested, 0.073% active;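 active = activation above the mean of all tested compounds plus 3 SD, set per screening campaign, cut at about 17% in these data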
GalR3 antag: antagonists of human GalR3; O60755; HEK293 GalR3-CNG cAMP membrane potential fluorescence; galR3 body fused to GalR1 C-terminus; inhibition, % at 3 µM; 360,000 tested, 0.44% active; AID 651719;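 active = inhibition above the screen-wide average plus 3 SD, cut at about 13% in these data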;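 also: forskolin and galanin both at EC90 stimulate the cells; cAMP rise reported by CNG channel membrane potential dye signal; 0% = forskolin plus galanin with DMSO and 100% = forskolin alone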
MEKK3 PB1 HTS: modulators (inhibitors or enhancers) of MEK5 binding to human MEKK3 PB1 domain; Q99759; binding response (% of control), % at 10 µM; bead-based flow cytometry, Alexa488-MEK5 binding to MEKK3; actives lie on both sides; 0 = blocked by unlabeled MEK5, 100 = vehicle; 290,000 tested, 1.4% active;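 active = binding response more than 3 SD above or below the average of its plate-row segment, actives on both sides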;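 also: Alexa488 bead fluorescence after subtracting the streptavidin-only scavenger bead signal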
Target sequence (Q99759 whole entry, looked up, the tested form may be a part): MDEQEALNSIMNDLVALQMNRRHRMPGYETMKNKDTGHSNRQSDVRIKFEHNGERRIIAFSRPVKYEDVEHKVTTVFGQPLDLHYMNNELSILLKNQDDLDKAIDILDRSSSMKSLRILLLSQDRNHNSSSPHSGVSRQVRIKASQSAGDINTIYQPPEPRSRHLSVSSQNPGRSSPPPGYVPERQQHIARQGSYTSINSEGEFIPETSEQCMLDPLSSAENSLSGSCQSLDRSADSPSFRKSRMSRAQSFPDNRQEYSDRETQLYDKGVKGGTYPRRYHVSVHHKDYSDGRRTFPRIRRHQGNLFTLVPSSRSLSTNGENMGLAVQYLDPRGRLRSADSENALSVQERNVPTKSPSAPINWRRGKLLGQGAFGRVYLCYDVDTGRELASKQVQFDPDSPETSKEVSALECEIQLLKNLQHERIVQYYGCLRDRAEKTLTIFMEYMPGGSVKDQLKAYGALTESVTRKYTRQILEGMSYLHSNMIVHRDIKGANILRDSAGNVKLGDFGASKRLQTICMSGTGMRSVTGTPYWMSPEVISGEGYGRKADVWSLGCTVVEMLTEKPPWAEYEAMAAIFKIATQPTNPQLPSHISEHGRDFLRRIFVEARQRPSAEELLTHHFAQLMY
M4 PAM: potentiates acetylcholine response at human M4 receptor. P08173. CHO-K1 hM4/Gqi5, Fluo-8 calcium fluorescence, ACh EC20; 0% = ACh EC20, 100% = maximal ACh. activation, % at 3 µM. 360,000 tested, 0.4% active;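 active = activation above its plate's cutoff, the mean activation of sample wells plus 3 SD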; also: some results filed as inactive read as strong as hits
Target sequence (P08173 whole entry, looked up): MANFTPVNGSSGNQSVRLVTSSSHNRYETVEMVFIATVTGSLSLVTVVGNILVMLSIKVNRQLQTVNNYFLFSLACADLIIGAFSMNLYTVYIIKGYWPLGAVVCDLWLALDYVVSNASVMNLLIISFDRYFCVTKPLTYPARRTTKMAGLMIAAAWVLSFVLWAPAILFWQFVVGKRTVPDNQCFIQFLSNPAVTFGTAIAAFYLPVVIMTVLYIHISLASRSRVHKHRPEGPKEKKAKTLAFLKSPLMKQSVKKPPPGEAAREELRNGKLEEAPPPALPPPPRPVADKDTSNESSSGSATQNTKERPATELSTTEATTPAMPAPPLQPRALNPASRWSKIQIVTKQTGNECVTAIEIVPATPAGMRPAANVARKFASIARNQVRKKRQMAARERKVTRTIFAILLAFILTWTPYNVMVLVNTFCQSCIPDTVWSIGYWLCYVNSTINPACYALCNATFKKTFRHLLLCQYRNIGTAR
CRFBP-R2 block: blocks CRF-induced signaling of the CRF-BP/CRF-R2 complex; 350,000 tested, 0.59% active; inhibition, % at 11.8 µM; HEK293 CRF-R2/CRF-BP, CRF-induced calcium fluorescence;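 active = inhibition of the ligand-induced calcium signal above about 50% at the single tested concentration, limit read from the data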
The depositor's hits bear a star; / = no result given.

SMILES	IDE cell inh	pCIP destab	PHOSPHO1 inh	CRFR2-BP ag	IDE act	GalR3 antag	MEKK3 PB1 HTS	M4 PAM	CRFBP-R2 block
COC(=O)c1ccccc1NC(=O)CCCn1nc([N+](=O)[O-])c(Br)c1C	-5	10	9	0.5	6	-7	101	-11	6
COc1cc(/C=N/Nc2ccc(C(F)(F)F)cn2)ccc1O	3	11	-5	0.1	2	-5	110	3	-21
CCOC(=O)C1=C(C)NC(=O)NC1c1ccccc1OCc1c(F)cccc1Cl (stereo unspecified)	-3	-14	-2	-1.0	0	0	99	3	-21
Cc1nc2cc(Cl)c(Cl)cc2n1-c1ccccn1	3	/	/	-2.2	-3	-2	/	0	6
O=C(NCC1CCCN1S(=O)(=O)c1cccs1)c1ccccc1F (stereo unspecified)	4	/	/	3.2	2	-4	/	0	-3
CCC(C)NC(=O)CS(=O)Cc1nc(-c2cccc(C)c2)oc1C (stereo unspecified)	6	6	30	-0.3	0	/	115	-2	26
COC(=O)C[n+]1cccc2ccccc21	-5	-18	-83	8.2	0	-5	97	8	8
Cc1c(CCOC(=O)C23CC4CC(CC(C)(C4)C2)C3)sc[n+]1CC(=O)c1ccccc1	1	-1	21	-1.4	3	-4	112	-15	-33
COc1ccc(NC(=O)COC(=O)CNS(=O)(=O)c2ccc(F)c(F)c2F)cc1OC	2	6	11	-1.2	2	1	135*	1	15
CCn1nc(C(=O)NNC(=O)COc2ccccc2C)c2ccccc2c1=O	-4	2	12	-4.8	5	-2	100	3	-7
CN(C)CCCn1cnc2c(c1=N)C(c1ccccc1)c1ccc3ccccc3c1O2 (stereo unspecified)	2	-8	24	6.7	-2	-12	101	-5	-6
Cc1cc(=O)oc2cc(OCC(=O)N3CCC(O)CC3)c(Cl)cc12	7	3	23	0.2	-3	1	101	-2	-7
O=C(COC(=O)CNC(=O)c1ccc(Br)cc1)Nc1nnc(-c2ccccc2)o1	1	/	/	0.1	2	-4	/	-3	11
Cn1cc(Cl)c(C(=O)N/N=C/c2ccc(OS(=O)(=O)c3ccccc3)cc2)n1	-1	-7	2	-1.2	2	0	96	-10	-3
CC(C)(C)c1ccccc1NC(=O)c1cccnc1	-6	5	-18	-0.9	5	-4	103	9	-8
O=C(CN(C(=O)CCC(=O)Nc1ccccn1)C1CCCC1)NCc1ccccc1	-5	0	32	-0.9	4	-8	99	2	-8
CC(=O)c1c(O)cc(=O)n(-c2ccccc2)c1-c1ccc(C)cc1	-2	3	-14	1.8	1	1	103	-3	0
O=S(=O)(c1cccc(F)c1)N1CCN(C(=S)NCC2CCCO2)CC1 (stereo unspecified)	-7	2	24	0.6	3	0	103	5	38
CCCCNC(=S)NNC(=O)c1csc(CC)c1	2	-6	-32	-0.1	-1	-3	113	2	-8
c1ccc(-c2noc(CN3CCc4sccc4C3)n2)cc1	4	-15	32	-4.0	-1	-4	111	6	-1
COc1ccc(OCCCC(=O)Nc2nc(-c3ccccn3)cs2)cc1	-2	12	11	-0.6	2	-3	/	-10	7
C/C(=N/NS(=O)(=O)c1ccc(Br)cc1)c1ccc(NC(=O)c2ccc(C)o2)cc1	-6	0	74*	3.3	1	-5	114	4	-28
N#Cc1c(NC(=O)Cn2nc(C(F)(F)F)c3c2CCCC3)sc2c1CCC2	6	-11	-84	0.1	-1	-5	95	0	8
Cc1ccc(S(=O)(=O)N2C[C@]3(O)C[C@@H]4C(=O)N(c5ccccc5)C(=O)[C@@H]4C[C@]3(OC(=O)Nc3cccs3)C2)cc1	/	/	/	-2.6	/	-4	/	1	8
CC(=O)Nc1ncc(Cc2cc(Cl)ccc2Cl)s1	7	-4	49	-1.7	-13	1	105	1	2
CC(O)(c1ccccc1)C(c1ccccc1)C1CCCCN1 (stereo unspecified)	-5	-6	29	0.1	2	-5	110	0	1
COc1ccc(CCNC(=O)C(=O)Nc2ccc3c(c2)OCO3)cc1OC	1	8	-11	-0.7	-1	-3	90	1	-4
O=C(Nc1ccc(Cl)cc1F)C1CC1c1ccccc1 (stereo unspecified)	0	-2	-8	0.1	4	-6	102	-2	4
CC(C)(C)S(=O)N1Cc2cn(Cc3ccccc3)c(=O)cc2[C@H]1CCO (stereo partly specified)	/	/	/	3.0	5	-5	/	1	2
CCc1nnc(NC(=O)c2cccc(S(=O)(=O)N(C)c3ccc(OC)cc3)c2)s1	10	-6	28	0.6	5	-8	92	-1	-34
O=C(CN1CCC(n2nnc3cc(F)ccc32)CC1)NNC(=O)c1ccccc1	3	-8	27	2.6	2	-7	99	-6	-4
Cc1ccc(-c2csc(=S)n2CC(=O)OCC(=O)NCc2ccco2)cc1	2	1	15	-0.2	-1	-5	107	-4	12
O=S(=O)(c1ccccc1)c1nc(-c2ccco2)oc1NCc1ccccc1	3	-1	9	1.2	5	-11	104	-1	-11
CC1CCCCC1NC(=O)c1cccc(N2C(=O)C3C4C=CC(C4)C3C2=O)c1 (stereo unspecified)	-4	-4	14	-1.3	-3	-1	100	-3	-1
COc1cc(/C=C2\SC(=O)N(CCN)C2=O)ccc1OS(=O)(=O)c1cc(C)ccc1C	/	-5	-7	-0.1	-8	-3	97	-5	-29
CC(C)CCOCc1nc2sc3c(c2c(=O)[nH]1)CCC(C)C3 (stereo unspecified)	0	-2	8	11	8	3	77	2	-43
O=C(COc1ccc(Br)cc1)NCCCNC(=O)c1cnccn1	3	6	16	-0.3	-2	-7	101	-1	-2
CCc1cc(/C(Cc2csc(C)n2)=N/O)c(O)cc1O	4	-22	3	0.2	-2	-4	106	0	2
COc1cccc(Nc2nnc(SCC(=O)N3CCOCC3)s2)c1	2	8	12	-1.2	-1	-7	99	3	-7
Cn1c(NN)nc2ccccc2c1=O	7	3	43	3.4	6	-4	90	9	0

Arranged by heavy-atom count (ascending): part of the list above.
SMILES	IDE cell inh	pCIP destab	PHOSPHO1 inh	CRFR2-BP ag	IDE act	GalR3 antag	MEKK3 PB1 HTS	M4 PAM	CRFBP-R2 block
Cn1c(NN)nc2ccccc2c1=O	7	3	43	3.4	6	-4	90	9	0
CC(C)(C)S(=O)N1Cc2cn(Cc3ccccc3)c(=O)cc2[C@H]1CCO (stereo partly specified)	/	/	/	3.0	5	-5	/	1	2
Cc1ccc(-c2csc(=S)n2CC(=O)OCC(=O)NCc2ccco2)cc1	2	1	15	-0.2	-1	-5	107	-4	12

The list goes on.
SMILES	IDE cell inh	pCIP destab	PHOSPHO1 inh	CRFR2-BP ag	IDE act	GalR3 antag	MEKK3 PB1 HTS	M4 PAM	CRFBP-R2 block
Cc1cccc(C)c1NC(=O)CSc1nnnn1-c1ccc(C(=O)O)cc1	-3	-4	6	1.0	0	2	100	3	0
O=C(Nc1ccc(Br)c(C(F)(F)F)c1)c1ccccc1	5	-7	-7	5.9	-7	-6	103	-10	-9
CC1CCN(C(=O)/C(=C\c2ccco2)NC(=O)c2ccccc2)CC1	2	3	14	-1.4	6	-8	102	4	-4
O=C1/C(=C\c2ccco2)SC(=S)N1Cc1ccccc1	2	-14	-108	0.3	-2	-6	94	1	-7
O=C(Cn1c(C(F)(F)F)nc2ccccc21)Oc1cccc(C(F)(F)F)c1	-5	4	14	0.5	-1	2	96	3	20
CCC(NC(=O)c1cc(COc2ccc(OC)cc2Cl)on1)c1ccncc1 (stereo unspecified)	0	-6	14	3.4	3	-3	103	1	-20
CCOC(=O)C1CCCN(c2nc3ccccc3nc2C(C#N)C(=O)NCc2ccccc2)C1 (stereo unspecified)	6	4	14	27	3	-3	98	-1	-31
COc1ccc(CCNC(=O)c2nnn(-c3cc(C)cc(C)c3)c2N)cc1OC	7	-4	28	-1.7	-3	-3	104	-7	0
CCO/C=C/C(O)(CNC(=O)COc1ccccc1F)C(F)(F)F (stereo unspecified)	2	2	11	-0.2	-2	-9	102	3	-22
CN1CCN(c2nc(-c3ccccn3)nc3ccccc23)CC1	3	4	2	4.5	-4	1	81	6	6
O=C(O)CCCCCNc1nc2ncn(Cc3ccccc3)c2c(=O)[nH]1	8	-19	-46	-1.4	1	2	100	0	6
COc1ccc(NC2=C(Cl)C(=O)N(CCc3ccccc3)C2=O)cc1	4	-5	-6	-1.0	3	-2	95	-12	6
O=C(O)CCn1c(SCc2cc(=O)n3ccccc3n2)nc2ccsc2c1=O	0	0	-7	0.2	-1	-3	107	6	-5
O=C(O)C1C2CCC(O2)C1C(=O)Nc1ccc(OC(F)F)cc1 (stereo unspecified)	-5	-8	34	2.1	0	-9	106	3	-15
COc1ccc(/C(N)=N/OC(=O)CSc2ccc(C)cc2)cc1OC	-3	-6	-12	6.2	12	-5	93	1	-6
Cc1ccc(-c2cc(C(=O)Nc3ccccc3C)c3ccccc3n2)o1	-1	2	-7	0.9	-7	-2	118	-7	9
C#CCn1cnc2c(oc3ccccc32)c1=O	2	3	34	-1.5	2	/	97	-1	7
O=C(Nc1ccc2nc(-c3ccc(Br)o3)[nH]c2c1)c1cccs1	8	-3	4	-0.9	-7	-1	104	7	-29
Cc1ccc(OCCC(=O)OCC(=O)C(C)(C)C)cc1	-1	5	-25	0.5	-5	-4	103	-1	13
COc1cc(NC(=O)c2ccc(OCc3c(C)noc3C)c(OC)c2)cc(OC)c1	1	/	/	-2.9	6	-2	/	5	2
O=C(O)c1cc(-c2cccs2)nn1-c1ccccc1	0	5	36	-1.0	4	-5	111	-1	-10
Cc1cc(C)cc(N(CC(=O)Nc2cc(C)ccc2C)S(=O)(=O)c2c(C)[nH]c(=O)[nH]c2=O)c1	-2	-2	34	-1.4	-5	-7	102	2	3

For reference, part of the list above.
SMILES	IDE cell inh	pCIP destab	PHOSPHO1 inh	CRFR2-BP ag	IDE act	GalR3 antag	MEKK3 PB1 HTS	M4 PAM	CRFBP-R2 block
COc1cc(/C=N/Nc2ccc(C(F)(F)F)cn2)ccc1O	3	11	-5	0.1	2	-5	110	3	-21
CCOC(=O)C1=C(C)NC(=O)NC1c1ccccc1OCc1c(F)cccc1Cl (stereo unspecified)	-3	-14	-2	-1.0	0	0	99	3	-21
Cc1nc2cc(Cl)c(Cl)cc2n1-c1ccccn1	3	/	/	-2.2	-3	-2	/	0	6
O=C(NCC1CCCN1S(=O)(=O)c1cccs1)c1ccccc1F (stereo unspecified)	4	/	/	3.2	2	-4	/	0	-3
CCC(C)NC(=O)CS(=O)Cc1nc(-c2cccc(C)c2)oc1C (stereo unspecified)	6	6	30	-0.3	0	/	115	-2	26
COC(=O)C[n+]1cccc2ccccc21	-5	-18	-83	8.2	0	-5	97	8	8
Cc1c(CCOC(=O)C23CC4CC(CC(C)(C4)C2)C3)sc[n+]1CC(=O)c1ccccc1	1	-1	21	-1.4	3	-4	112	-15	-33
COc1ccc(NC(=O)COC(=O)CNS(=O)(=O)c2ccc(F)c(F)c2F)cc1OC	2	6	11	-1.2	2	1	135*	1	15
CCn1nc(C(=O)NNC(=O)COc2ccccc2C)c2ccccc2c1=O	-4	2	12	-4.8	5	-2	100	3	-7
CN(C)CCCn1cnc2c(c1=N)C(c1ccccc1)c1ccc3ccccc3c1O2 (stereo unspecified)	2	-8	24	6.7	-2	-12	101	-5	-6
Cc1cc(=O)oc2cc(OCC(=O)N3CCC(O)CC3)c(Cl)cc12	7	3	23	0.2	-3	1	101	-2	-7
O=C(COC(=O)CNC(=O)c1ccc(Br)cc1)Nc1nnc(-c2ccccc2)o1	1	/	/	0.1	2	-4	/	-3	11
Cn1cc(Cl)c(C(=O)N/N=C/c2ccc(OS(=O)(=O)c3ccccc3)cc2)n1	-1	-7	2	-1.2	2	0	96	-10	-3
